# Source: PubChem BioAssay (several laboratories)
# TCR-CD3 inh: human TCR-CD3 binding inhibition. inhibition, % at 9.4 µM. TAMRA-labeled TCR probe fluorescence, biochemical. hit rate 0.37% among 360,000; in the data active = inhibition above about 19%;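 also: recombinant mutant TCR 2C K166C tagged with TAMRA read by polarization; 0% = receptor in buffer alone and 100% = receptor with positive control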
# MBD2 inh: blocks human MBD2 binding to methylated DNA; Q9UBB5; TR-FRET, MBD2 binding to methylated oligonucleotide; inhibition, % at 4.4 µM; hit rate 0.31% among 370,000; AID 686964; in the data active = inhibition above about 13%
# LEDGF integ inh: blocks HIV-1 LEDGF/p75-dependent DNA integration | hit rate 0.64% among 370,000 | inhibition, % at 3.7 µM | TR-FRET IN-LEDGF/p75 DNA integration, Eu/Cy5;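 active = inhibition above the screen-wide mean plus 3 SD, cut at about 13% in these data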;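 also: signal is the Cy5 over europium emission ratio at 671 and 618 nm; 0% = plate median of compound wells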
# rCAG RNA binder: r(CAG) repeat RNA binding | TO-PRO-1 dye displacement fluorescence | inhibition, % at 3 µM | hit rate 1.3% among 370,000 | AID 651821;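 active = inhibition above the plate cutoff, the mean of all test compounds on that plate plus 3 SD, cut at about 35% in these data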;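 also: 0% = DMSO alone and 100% = 100 µM mitoxantrone as full dye displacement; higher means more dye released from RNA so lower well fluorescence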
# HTRA1 inh: inhibitors of human serine peptidase HTRA1. inhibition, % at 5.96 µM. hit rate 0.5% among 340,000. recombinant HTRA1, FP-rhodamine activity-based probe, fluorescence polarization; in the data active = inhibition above about 36%;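 also: 0% = enzyme with DMSO and 100% = wells lacking enzyme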
# NR1D1 modulator: modulates human Rev-erb alpha binding to DNA. activity, % at 10 µM. Rev-erbα–FITC-DNA binding, fluorescence polarization, 90 min. P20393. hit rate 0.79% among 370,000;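 active = activity above about 14%, limit read from the data; passing the limit was not always enough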;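 also: 0% = DMSO wells with 35 nM protein and 100% = DMSO wells with 750 nM protein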
# Target sequence (P20393 whole entry, looked up): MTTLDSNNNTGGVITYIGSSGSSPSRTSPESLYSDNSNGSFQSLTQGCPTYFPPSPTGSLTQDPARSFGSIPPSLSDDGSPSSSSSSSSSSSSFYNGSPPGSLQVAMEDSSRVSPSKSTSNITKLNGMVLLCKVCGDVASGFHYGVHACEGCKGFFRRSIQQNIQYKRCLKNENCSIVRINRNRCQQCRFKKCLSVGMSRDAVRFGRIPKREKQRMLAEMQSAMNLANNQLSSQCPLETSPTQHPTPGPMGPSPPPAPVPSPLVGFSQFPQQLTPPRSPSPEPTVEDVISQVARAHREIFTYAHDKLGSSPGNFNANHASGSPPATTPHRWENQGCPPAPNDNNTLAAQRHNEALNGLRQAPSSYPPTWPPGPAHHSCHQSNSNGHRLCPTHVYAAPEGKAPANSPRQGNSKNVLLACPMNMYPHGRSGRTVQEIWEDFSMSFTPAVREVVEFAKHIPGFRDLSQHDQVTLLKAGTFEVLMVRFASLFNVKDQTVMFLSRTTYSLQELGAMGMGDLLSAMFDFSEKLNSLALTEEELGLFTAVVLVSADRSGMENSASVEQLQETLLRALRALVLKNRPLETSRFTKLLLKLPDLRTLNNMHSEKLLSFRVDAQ
# UHRF1 binding: human UHRF1 methylated DNA binding inhibitors | inhibition, % at 4.4 µM | Q96T88 | hit rate 0.75% among 370,000 | UHRF1 binding to methylated oligo, TR-FRET; in the data active = inhibition above about 21%;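 also: UHRF1 SRA domain binding a hemimethylated CpG hairpin DNA probe; 0% = median of test compound wells and 100% = reference inhibitor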
# PRMT1 FP inh: inhibitors of human PRMT1. Q99873. recombinant PRMT1, activity-based probe fluorescence polarization. inhibition, % at 2.79 µM. hit rate 1.3% among 370,000. AID 652257;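 active = inhibition above about 21% made by adding two undisclosed values, limit read from the data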
# mABHD4 FP: inhibitors of mouse ABHD4; AID 720543; inhibition, % at 8.92 µM; purified mABHD4, FP-Rh probe fluorescence polarization; Q8VD66; hit rate 0.54% among 370,000;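 active = inhibition exceeding the mean over every tested compound plus 3 SD, cut at about 30% in these data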;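 also: 0% = plate median of compound wells and 100% = S159A mutant with DMSO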
# Target sequence (Q8VD66 whole entry, looked up): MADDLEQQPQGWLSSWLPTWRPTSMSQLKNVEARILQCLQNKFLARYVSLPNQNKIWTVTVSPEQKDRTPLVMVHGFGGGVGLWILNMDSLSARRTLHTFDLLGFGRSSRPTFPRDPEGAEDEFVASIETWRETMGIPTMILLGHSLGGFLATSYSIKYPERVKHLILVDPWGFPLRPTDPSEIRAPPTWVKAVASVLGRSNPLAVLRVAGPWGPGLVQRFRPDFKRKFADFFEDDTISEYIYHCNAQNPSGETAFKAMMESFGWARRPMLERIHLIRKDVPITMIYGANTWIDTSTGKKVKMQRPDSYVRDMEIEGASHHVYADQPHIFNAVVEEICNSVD
#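 system = mouse ABHD4 enzyme, wild type | medium = HEPES pH 7.0, NaCl, Pluronic buffer | also added = FP-Rh probe | incubation = Enzyme–compound pre-incubation 45 min, then probe 60 min, both 25 °C | technique = fluorescence polarization, excitation 525 nm, emission 598 nm, BODIPY TMR filters | controls = S159A mutant high control, sample median low control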
# PG9 binder: small molecules binding HIV-1 gp120 antibody PG9; AID 624416; hit rate 0.43% among 360,000; TR-FRET gp120-PG9 antibody binding; inhibition, % at 6.7 µM; in the data active = inhibition above about 8.5%
# Starred values were filed as active, the others as inactive; . = no result given. An excerpt, so the mix of outcomes need not match the whole.
# The opening two entries, to show the layout:
SMILES,TCR-CD3 inh,MBD2 inh,LEDGF integ inh,rCAG RNA binder,HTRA1 inh,NR1D1 modulator,UHRF1 binding,PRMT1 FP inh,mABHD4 FP,PG9 binder
CC(=O)OC12CCCN(C1)/C(=C/c1ccncc1)C2 (stereo unspecified),.,0,-4,4,.,-4,3,-1,11,.
CC(=O)NC1CCN(CC(=O)Nc2cccc([N+](=O)[O-])c2)CC1,8,-6,-2,3,4,0,-3,1,-1,0.0

# Results, previewed entries included:
SMILES,TCR-CD3 inh,MBD2 inh,LEDGF integ inh,rCAG RNA binder,HTRA1 inh,NR1D1 modulator,UHRF1 binding,PRMT1 FP inh,mABHD4 FP,PG9 binder
CC(=O)OC12CCCN(C1)/C(=C/c1ccncc1)C2 (stereo unspecified),.,0,-4,4,.,-4,3,-1,11,.
CC(=O)NC1CCN(CC(=O)Nc2cccc([N+](=O)[O-])c2)CC1,8,-6,-2,3,4,0,-3,1,-1,0.0
CCOc1ccc(NC(=S)Nc2ccc(OC)cc2)cc1,-6,4,-3,-2,-3,-6,3,3,1,-3.4
CCOC(=O)c1cnn(-c2cc(C)nc3c(-c4ccccc4)c(C)nn23)c1N,-4,5,5,-1,-4,4,0,0,5,-0.8
CC(=O)OCCc1[nH]c2ccccc2c1C,7,-1,4,0,4,-5,3,2,1,-1.7
O=C(CC(Nc1cccc(Cl)c1Cl)C(=O)O)c1ccccc1 (stereo unspecified),-2,-3,3,2,-2,5,1,29*,-2,-1.4
CCn1c(SCC(=O)NCCc2ccccc2)nnc1-c1cccs1,-5,0,-1,-9,-8,-3,3,1,3,-2.0
CC12CCC(=O)N1C(C(=O)NCCN1C(=O)S/C(=C\c3ccccc3F)C1=O)CS2 (stereo unspecified),-3,-1,3,-1,-4,8,0,3,6,-1.3
CSc1ccc(CN2CCC(C)(Oc3ccccc3F)C2)cc1 (stereo unspecified),-3,1,0,-1,.,0,-1,-1,2,-1.1
COc1ccc(CCN2C(=O)c3cccc4c(C(=O)N5CCCCC5)ccc(c34)C2=O)cc1OC,8,0,-2,-3,-1,-2,-2,1,3,-0.5
Cc1ccnc(NS(=O)(=O)c2ccc(NS(=O)(=O)c3cccs3)cc2)n1,4,5,0,17,2,0,2,6,-10,0.3
CN1CCN(CC(O)Cn2c3ccccc3c3ccccc32)CC1 (stereo unspecified),-3,0,5,-2,0,6,8,2,15,-1.5
Cc1cc(SCC#N)n2nc(C)c(-c3ccc(Cl)cc3)c2n1,2,-6,4,2,1,-3,-5,-2,-16,-4.0
O=C(c1cc(Cl)ccc1O)N1CCN(S(=O)(=O)Cc2ccccc2)CC1,-1,5,-3,4,12,4,5,11,-1,0.1
CC(C)n1ncc2c(C(=O)NCc3ccccc3CN(C)C)cc(C3CC3)nc21,-4,3,-5,-4,-3,7,0,2,0,0.2
COc1ccc(C(=O)NC(=S)Nc2ccc(Cl)cn2)cc1OC,-5,3,0,-1,0,10,-1,-3,2,1.0
Cc1ccc(NS(=O)(=O)c2ccc3c(c2)oc(=O)n3C)cc1,8,-5,7,1,-2,0,0,0,3,-1.8
CC1COC(Cn2c3ccccc3c3ccccc32)O1 (stereo unspecified),6,-6,-3,-2,-9,4,-2,1,3,0.0
COc1ccc(CCC(N)=O)cc1OC,1,-1,4,5,-2,2,0,9,2,-2.3
Cn1c(=NCC(O)COc2ccccc2)sc2ccccc21 (stereo unspecified),3,-4,-2,-4,3,1,1,-1,-1,0.1
Cc1cc(C(=O)COC(=O)c2ccc(O)cc2)c(C)n1CC1COc2ccccc2O1 (stereo unspecified),-1,-5,6,13,-41,-1,2,-1,-72,-1.9
NC(=O)C(=O)N/N=C/c1cccc(C(F)(F)F)c1,-4,-6,5,1,-1,2,2,-3,0,0.4
COc1cccc(OC)c1C(=O)Nc1ccc(N2CCN(C(=O)c3cccs3)CC2)cc1,6,-3,2,-4,3,0,1,-5,3,-3.2
COc1ccc(-c2noc(CCC(=O)N3CCN(c4cccc(OC)c4)CC3)n2)cc1,0,1,-8,2,-8,-1,5,-1,0,-0.8
Cc1cccc(C(=O)Nc2ccc(S(=O)(=O)N3CCOCC3)cc2)c1[N+](=O)[O-],-8,0,5,5,-1,0,-2,-4,-1,2.2
CC(NC(=O)c1cccc(S(=O)(=O)N2CCN(Cc3ccccc3)CC2)c1)c1ccccc1Cl (stereo unspecified),-12,-2,0,5,-25,7,-1,-1,-22,-0.3
O=C(O)CCCCCN1C(=O)C(O)=C(C(=O)/C=C/c2ccccc2)C1c1ccccc1[N+](=O)[O-] (stereo unspecified),0,-4,-1,10,2,-1,-2,3,16,-0.4
Oc1ccc(-c2nnc(Nc3cccc(O)c3)c3ccccc23)cc1,6,-2,-1,6,-45,0,2,-1,-22,0.3
COc1ccc(C(=O)N/C(=C\c2cn(S(=O)(=O)N(C)C)c3ccccc23)C(=O)NC(C)C)cc1,-8,5,-6,3,-3,-3,2,12,-7,1.8
O=C(Nc1nc2ccccc2n1CCN1CCCC1)c1ccc(Cl)cc1,-1,1,3,0,21,-1,-6,-4,4,-1.6
COc1ccccc1NC(=O)Cn1nc(-c2ccc3c(c2)OCCO3)ccc1=O,5,-1,2,3,-9,-2,0,-3,-2,0.4
CNC(=S)Nc1cc(OC)c(NC(=O)c2ccco2)cc1OC,8,-5,-2,-1,3,3,43*,1,-4,-0.2
O=C(NC1CCCCC1)C1CN(S(=O)(=O)c2ccccc2)CCN1S(=O)(=O)c1ccccc1 (stereo unspecified),4,2,2,1,-2,-2,4,0,1,0.2
CC(=O)Nc1nonc1-c1nc2ccccc2n1CCC#N,-4,2,-1,0,-4,4,1,-2,-3,-2.6
Cc1cc(C)n(CCN(C)C(=O)c2cc(COc3c(F)cccc3F)on2)n1,3,-5,0,-7,0,-1,1,1,-2,-0.8
CCOc1ccc2nc(NCCNC(=O)c3cc(OC)c(OC)c(OC)c3)c(C#N)cc2c1,0,-2,0,0,-8,-5,0,0,-1,-1.8
COc1ccc(/C=N/N=C2/NC(=O)C(c3ccccc3)(c3ccccc3)S2)cc1,3,-2,-1,3,2,1,1,2,-2,-1.4
COc1ccc(CN2CCN(C(=O)CN3C(=O)C4C5C=CC(C5)C4C3=O)CC2)c(OC)c1OC (stereo unspecified),4,1,1,-7,-1,1,-1,-2,8,-0.8
O=C(CNC(=O)c1ccccn1)N/N=C/c1ccc2c(c1)OCO2,1,-2,-1,2,-3,2,1,0,1,-2.1
CCOC(=O)[C@@H]1[C@H]2COc3ccccc3[C@H]2N2C(=O)N(c3cccc(F)c3)C(=O)[C@]12C,-7,2,-1,-9,-9,-9,-1,-2,-4,0.5
Cc1cc(O)ccc1Nc1nc(-c2cccnc2)cs1,-4,0,-4,-3,2,-3,1,1,8,-3.3
Cc1noc(C)c1COc1ccccc1C(=O)N1CCN(c2cccc(Cl)c2)CC1,2,5,0,0,-3,1,13,-1,0,-0.9
Cc1ccc(C(=O)Cn2c(-c3ccccc3)noc2=O)cc1,9,-1,2,0,8,8,-3,-2,-4,-0.4
COc1cc(Cl)c(S(=O)(=O)NCCCN2CCOCC2)cc1Cl,-4,3,4,0,1,-5,1,-1,9,-0.5
COC(=O)C(NC(C)=O)(Nc1ccc(C)cn1)C(F)(F)F (stereo unspecified),-5,8,-1,-3,-1,0,4,8,-12,-2.8

# An excerpt taken from the entries so far, as a working copy:
SMILES,TCR-CD3 inh,MBD2 inh,LEDGF integ inh,rCAG RNA binder,HTRA1 inh,NR1D1 modulator,UHRF1 binding,PRMT1 FP inh,mABHD4 FP,PG9 binder
COc1ccccc1NC(=O)Cn1nc(-c2ccc3c(c2)OCCO3)ccc1=O,5,-1,2,3,-9,-2,0,-3,-2,0.4
CNC(=S)Nc1cc(OC)c(NC(=O)c2ccco2)cc1OC,8,-5,-2,-1,3,3,43*,1,-4,-0.2

# New compounds follow:
SMILES,TCR-CD3 inh,MBD2 inh,LEDGF integ inh,rCAG RNA binder,HTRA1 inh,NR1D1 modulator,UHRF1 binding,PRMT1 FP inh,mABHD4 FP,PG9 binder
CCOC(=O)c1ccccc1N1C(=O)CSC1=S,-15,2,-6,5,-17,1,4,9,-31,0.6
O=C1C2C3C=CC(C3)C2C(=O)N1/N=C/c1cn(Cc2ccccc2)c2ccccc12 (stereo unspecified),-6,4,-1,0,-16,7,-1,1,-10,0.0
CC(=O)N1CCN=C1SCc1ccccc1,0,-3,-1,0,-5,0,0,0,-2,1.3
Cc1cccc(NNC(=O)c2c(F)cccc2Cl)c1,2,1,2,-1,2,-3,0,-1,0,0.6
CCCCn1c(N)c(N(C)C(=O)c2ccccc2Oc2ccccc2)c(=O)[nH]c1=O,0,-4,0,5,-3,0,1,-1,6,0.4
CCCCOC(=O)N1CCOCCOCCOCCOCC1,9,-3,-2,5,-3,-7,-1,-2,0,-3.2
CN1[C@@H](Cc2ccccc2)COc2cc(N3CCSCC3)ccc2S1(=O)=O,4,1,-1,3,.,-6,-1,-2,-3,-1.9
Cc1ccc(N2CCN(CC(O)COc3cccc4ccccc34)CC2)cc1 (stereo unspecified),-11,4,-1,-4,-10,3,3,9,-12,0.0
Cc1ccc(S(=O)(=O)Nc2cccc(C(=O)N3CCOCC3)c2)c(C)c1NS(C)(=O)=O,2,2,-2,1,2,-1,0,1,7,-1.3
O=C(NCCN1C(=O)S/C(=C\c2cccnc2)C1=O)c1ccc([N+](=O)[O-])s1,-2,1,-3,-1,-2,-4,0,6,2,-0.1
CCN(CC)C(=O)c1cccc(NC(=O)CC23CC4CC(CC(C4)C2)C3)c1,-8,4,-5,-9,-19,-1,2,3,2,-1.2
COc1ccc2c(c1)cc(C(=O)N[C@@H](CCSC)C(=O)N1CCC(C(=O)O)CC1)n2C,3,1,-2,6,0,5,-1,1,-3,-1.9
Cc1csc(Nc2ccccc2)[n+]1C,6,3,-1,-4,2,3,1,1,8,-2.2
CCCCNC(=O)NC1(C(F)(F)F)Oc2ccccc2O1,-6,-2,-2,-3,-3,4,-2,0,7,-1.0
Cc1cnc(NC(=O)C2COc3ccccc3O2)s1 (stereo unspecified),-9,-2,-3,1,0,-4,5,0,-9,-0.5
COC(=O)CCc1c(C)c(C(=O)c2ccc(F)cc2)c2ccccn12,1,-5,2,-2,6,6,0,1,-3,2.0
COc1ncccc1-c1nnn(-c2ccccc2)n1,3,2,1,-6,-8,-3,2,1,2,-3.4
O=C(Nc1cccc(Cl)c1)C1=Cc2cc(Cl)ccc2OC1,-7,-2,3,5,-72,4,2,3,-117,2.0
NS(=O)(=O)OCCCc1ccccc1,-1,0,2,1,4,-2,8,1,2,0.6
CCc1cc(=O)oc2cc(C)cc(OC(C)C(=O)NCC(O)c3ccccc3)c12 (stereo unspecified),1,-3,-6,-8,1,1,-1,-1,-1,2.3
COc1ccc(-n2c(C)cc(C(=O)CN3CCCCC3)c2C)cc1,-6,2,-2,-6,-9,-4,-2,3,2,1.1
Cc1c(Cl)cccc1NC(=O)CN1CCN(CCO)CC1,11,-1,0,0,4,-5,-1,3,1,-1.4
Cc1nc(CNc2ncnc3ccc(-c4ccc5c(c4)OCO5)cc23)cs1,.,-3,-1,.,.,0,-3,7,-2,.
Cc1c(Cl)cccc1NC(=O)COC(=O)Cn1cnc2c1c(=O)n(C)c(=O)n2C,7,-3,8,-1,7,-3,1,-3,0,0.2
Cc1ccc(C2(C)NC(=O)N(CC(=O)Nc3cccnc3Cl)C2=O)cc1 (stereo unspecified),-4,-3,-3,-2,2,5,-1,0,4,1.9
Cc1cccc(CSc2[nH]c(=O)ncc2C)c1,-1,-3,0,-1,5,-7,-3,-5,-6,-2.1
CCn1c(=O)c(C(=O)NCc2ccccc2)c(O)c2ccccc21,7,-6,2,5,-4,1,1,0,1,7.5
